SDO1 yeast rescue: growth rescue of sdo1-depleted yeast, primary screen, S. cerevisiae, bone marrow failure model; S. cerevisiae sdo1-depleted JHY4D growth rescue, OD600 30 h; active compounds read high; pdr5 snq2 efflux-pump mutant strain; z-score at 10 µM; hit rate 0.21% among 140,000;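 active = z-score above 3 at both the 24 hr and the 30 hr optical density reads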;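 note: z-score against mean and SD of all compound wells on the same plate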
Insulin prom inh: inhibitors of insulin promoter-driven GFP, primary screen, imaging, TRM-6 cells (human fetal islet line), eGFP reporter, cell count | AID 1273, 2008 | reporter expression induced with tamoxifen | inhibition, % at 2 µM | hit rate 0.9% among 130,000;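 active = inhibition above the mean plus 3 SD, with well images judged a real hit on visual review, cut at about 60% in these data, passing the limit was not always enough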
SDO1 yeast rescue Rescue 24 h: second read-out of SDO1 yeast rescue, no call of its own (marks repeat the call); z-score; S. cerevisiae sdo1-depleted JHY4D growth rescue, OD600; measured here: growth rescue at 24 h;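 0 is the plate mean of compound wells and units are plate SD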
* marks the source's active call; other numbers are inactive results; i = inactive; . = no result given; & = joins results of further samples.

SMILES	SDO1 yeast rescue	SDO1 yeast rescue Rescue 24 h	Insulin prom inh
O=S(N1CCCCCC1)C12CC3CC(CC(C3)C1)C2 (stereo not drawn)	-0.89	-0.47	57
CCCCNC(=O)COC(=O)c1c2c(nc3ccccc13)/C(=C/c1cccs1)CC2	-0.4	0.6	-17
O=C(Nc1ccccc1F)c1ccccc1-c1ccccc1	-0.69	-0.61	.
CC1(C)CC(=O)NC=C(c2ccccc2)C1	0.63	0.32	.
CCOc1ccc2cc(C#N)c(SCC(=O)OC)nc2c1	0.72	0.88	.
CC(=O)c1ccc(N2CCN(C(=O)CCCn3c(=O)[nH]c4ccccc4c3=O)CC2)cc1	.	.	13
O=C(NCc1ccco1)c1ccc2c(c1)C(=O)c1ccccc1-2	-0.54	-0.62	-63
O=C(CCCOc1ccc(Cl)cc1Cl)N/N=C/c1ccccc1	-0.99	0.03	-7
Cc1ccc(C(C(=O)NC2CCCCC2)N(C(=O)Cc2c[nH]c3ccccc23)c2ccccc2C)o1 (stereo not drawn)	0.49	0.73	-97
CC(C)Nc1nc(NC(C)C)nc(OCCOC(=O)Nc2ccccc2)n1	-0.3	-0.1	.
COCc1cccc(NC(=O)CCc2ccccc2)c1	.	.	-17
O=C(Nc1cc(C(F)(F)F)ccc1N1CCOCC1)c1cccnc1	0.94	0.76	-6
Cc1cccc(C)c1NC(=O)CSCC(=O)O	0.8	0.56	-13
COc1ccc(N2CC(C)Cn3c2nc2c3c(=O)n(Cc3ccc(C)cc3)c(=O)n2C)c(OC)c1 (stereo not drawn)	.	.	29
CCCCOC(=O)C1CCCC(C)N1 (stereo not drawn)	0.12	-0.23	21
COc1ccccc1Nc1nc2c(C)cccc2cc1C#N	-1.1	-0.8	-4
CCN(Cc1ccncc1)C(=O)C1CCN(S(=O)(=O)c2cccs2)CC1	1	0.24	32
C(=N/Nc1nccs1)/c1cccnc1	.	.	-38
CC1CCCN(CCCCOc2cccc(Br)c2)C1 (stereo not drawn)	-0.76	0.61	20
CCOc1ccccc1NC(=O)c1cccnc1	.	.	0
COc1ccc(CCC(=O)N2CCCSC2=Nc2ccc(C(C)=O)cc2)cc1	0.02	0.11	.
Cc1cccc(NS(=O)(=O)c2cc(OCC(N)=O)c(C)cc2Cl)c1	1.6	2	43
CCc1ccc(NC(=O)CSc2nc3ccccc3c(=O)n2CCN2CCOCC2)cc1	-0.8&0.21	0.42&1.1	.
CCOc1cc(/C=N/n2cnnc2)ccc1OCC(=O)Nc1ccccc1OC	-0.34	0.11	.
CCOc1ccc(NC(=O)Nc2cc(-c3ccccc3)sc2C(=O)OC)cc1	-0.45	-0.43	.

The listing continues.
SMILES	SDO1 yeast rescue	SDO1 yeast rescue Rescue 24 h	Insulin prom inh
CC(C)(C)OC(=O)Cn1c(=O)cnc2ccccc21	0.54	0.32	-32
COc1ccc(Cl)cc1Nc1nc(-c2sc(NC(=O)c3ccco3)nc2C)cs1	-1.5	-0.9	5
Cc1ccc(S(=O)(=O)CC(c2ccccc2)N2CCOCC2)cc1 (stereo not drawn)	-0.01	-0.18	-15
COc1cccc(CN(C)C(=O)c2ccc3nccnc3c2)c1	0.2	0.03	-3
Cc1sc(NC(=O)CN2CCOCC2)nc1-c1ccc2c(c1)CCN2S(=O)(=O)c1ccccc1	0.67	1.4	4
O=C(CC1(O)C(=O)N(Cc2ccccc2)c2ccccc21)c1ccncc1 (stereo not drawn)	-0.83	-1.2	-97
O=c1c2c([nH]c3ccccc13)CCCC2	-0.74&-0.37	-1.3&-1.2	24
O=C1c2cccc(OCc3ccc(F)cc3)c2CCN1Cc1ccccc1	-0.84	-0.97	.
O=C(Nc1ccc(Cl)c(Cl)c1)c1ccncc1	-0.61	-0.97	-21
CC(=O)Nc1ccc(SCC(=O)c2cc(C)n(CC(F)(F)F)c2C)cc1	-0.39	-0.34	.
CCc1ccc(C(=O)NC(CCSC)C(=O)O)cc1 (stereo not drawn)	1.4	1.1	38
O=C(N/N=C/c1cc(Br)c(O)c(Br)c1)c1cccc(C(F)(F)F)c1	0.73	0.13	14
CSc1nc(N)nc(SCCS(=O)(=O)c2ccc(Cl)cc2)c1C#N	-1.9	-1.2	19
N#Cc1cn(CC(=O)N2CCCc3ccccc32)c2ccccc12	-0.93	0.25	-229
CC(C)CCNC(=O)C12CN(Cc3ccccc3)CC1C(c1cccc([N+](=O)[O-])c1)=NO2 (stereo not drawn)	-0.5	-0.74	-22
COCCN(C(=O)c1cccc(OC)c1)c1nnc(-c2ccncc2)s1	-0.5	-0.71	.
Cc1ccc(S(=O)(=O)N2CCN(Cc3ccccc3)CC2)c(C)c1N(C)S(=O)(=O)c1ccccc1	-0.54	-0.39	.
O=c1[nH]c2c(s1)C(c1ccco1)C1C3CCC(C3)C1S2 (stereo not drawn)	-1.6	-0.75	-48
O=C(NC(c1ccccc1)C(Cl)(Cl)Cl)c1ccccc1 (stereo not drawn)	-0.66	-0.53	33
CCOC(=O)Cc1cc(=O)c2c(=O)n(-c3ccccc3)[nH]c2[nH]1	0.75	0.54	-38
CC(C)(C)c1cc(/C=N/O)cc(C(C)(C)C)c1O	-0.43	-1	28
O=C(N/N=C/c1cccnc1)c1cc2c(ccc3ccccc32)o1	-0.71	1.8	.
CC(C)(C)c1ccc(NC(=O)CNC2CCCc3ccccc32)cc1 (stereo not drawn)	.	.	-33
Cc1cccc(NC(=O)CSc2nc(C)nc3c2c(=O)n(C)c(=O)n3C)c1	-1.3	-0.11	.
O=C(c1cccs1)N1CCCC(c2nc(-c3ccc(F)cc3)no2)C1 (stereo not drawn)	-1.2	-1.1	-30

The results go on:
SMILES	SDO1 yeast rescue	SDO1 yeast rescue Rescue 24 h	Insulin prom inh
COC(=O)c1ccccc1NC(=O)c1ccc(COc2ccccc2)o1	-1	-0.45	i
CS(=O)(=O)N1CCCC(C(=O)NCc2ccccc2Cl)C1 (stereo not drawn)	1.2	1.4	-37
CCn1cc(S(=O)(=O)CC(=O)Nc2ccc(OC)cc2)c2ccccc21	0.9	1.2	.
C=CCN1C(=O)C2C(C(=O)NCc3ccccc3)C3C=CC2(O3)C1C(=O)NC(C)(C)C (stereo not drawn)	0.63	0.12	-3
COc1ccc(/C=C2\CN(Cc3ccccc3)C/C(=C\c3ccc(OC)cc3OC)C2=O)c(OC)c1	-0.92	-0.78	.
Cc1nn2c(-c3ccc(Cl)cc3Cl)nnc2s1	1.8	0.87	.
O=C(c1nnsc1S(=O)c1ccc(Cl)cc1)N1CCOCC1 (stereo not drawn)	.	.	-218
CN(C)c1nn(C(=O)Nc2ccc(Cl)cc2Cl)cc1-c1ccccc1	0.01	-0.5	11
CC(Cc1ccccc1)C(=O)N(C)Cc1cccnc1 (stereo not drawn)	0.15	-0.29	-5
c1cncc(-c2nc(N3CCOCC3)c3ccccc3n2)c1	0.23	0.34	46
Cc1ccc(S(=O)(=O)N(C)CC(=O)O/N=C(\N)c2ccccn2)cc1	-0.63	-0.59	0
Cc1ccc(S(=O)(=O)N2CCC(C(=O)Nc3ccc4c(c3)COC4=O)CC2)cc1	0.19	-0.18	32
O=c1c2c(nc3n1CCCCC3)-c1ccccc1CC21CCCCC1	-0.89	-0.16	-205
CS(=O)(=O)CCC(C(=O)OCc1ccc(Br)cc1)N1C(=O)c2ccccc2C1=O (stereo not drawn)	0.51	1	.
CCOc1ccccc1NC(=O)N1CCC(c2nc3ccccc3[nH]2)CC1	0.71	1.2	6
COc1cc(CN2CC(C)CC(C)C2)cc([N+](=O)[O-])c1O (stereo not drawn)	0.15	-0.64	-14
CCc1nc2ccccc2n1CC1CC1(Cl)Cl (stereo not drawn)	.	.	44
O=C(Nc1nnc(-c2ccc3c(c2)CCCC3)o1)c1ccccc1Cl	-1.9	-2.1	.
Cc1ccc(C)c(N2CN(Cc3cccnc3)CNC2=S)c1	-0.73	-0.74	.
Cc1cccc(C(=O)NCC2CCCO2)c1 (stereo not drawn)	1.3	1.3	67
Cc1ccc(OCC(=O)N2c3ccccc3NC(=O)C2(C)C)c([N+](=O)[O-])n1	.	.	-42
COc1ccc(C(=O)Nc2nc(-c3ccc([N+](=O)[O-])cc3)c(-c3ccc(OC)cc3)s2)cc1	-0.19	-0.55	.
CCOC(=O)c1sc(/N=C/c2ccc(O)cc2O)cc1C	1.1	0.62	28
CC(C)(C)C(=O)Cn1c[n+](N)cn1	-0.92	0.09	-132
Cc1[nH]nc2c1C(c1ccc3c(c1)OCO3)C(C#N)=C(N)O2 (stereo not drawn)	1.1	0.75	13

13 entries out of the list, sorted by number of heavy atoms, low to high.
SMILES	SDO1 yeast rescue	SDO1 yeast rescue Rescue 24 h	Insulin prom inh
CC(C)(C)C(=O)Cn1c[n+](N)cn1	-0.92	0.09	-132
Cc1cccc(C(=O)NCC2CCCO2)c1 (stereo not drawn)	1.3	1.3	67
Cc1nn2c(-c3ccc(Cl)cc3Cl)nnc2s1	1.8	0.87	.
CC(Cc1ccccc1)C(=O)N(C)Cc1cccnc1 (stereo not drawn)	0.15	-0.29	-5
COc1cc(CN2CC(C)CC(C)C2)cc([N+](=O)[O-])c1O (stereo not drawn)	0.15	-0.64	-14
Cc1ccc(C)c(N2CN(Cc3cccnc3)CNC2=S)c1	-0.73	-0.74	.
Cc1ccc(S(=O)(=O)N(C)CC(=O)O/N=C(\N)c2ccccn2)cc1	-0.63	-0.59	0
CCn1cc(S(=O)(=O)CC(=O)Nc2ccc(OC)cc2)c2ccccc21	0.9	1.2	.
Cc1ccc(OCC(=O)N2c3ccccc3NC(=O)C2(C)C)c([N+](=O)[O-])n1	.	.	-42
CS(=O)(=O)CCC(C(=O)OCc1ccc(Br)cc1)N1C(=O)c2ccccc2C1=O (stereo not drawn)	0.51	1	.
C=CCN1C(=O)C2C(C(=O)NCc3ccccc3)C3C=CC2(O3)C1C(=O)NC(C)(C)C (stereo not drawn)	0.63	0.12	-3
COc1ccc(C(=O)Nc2nc(-c3ccc([N+](=O)[O-])cc3)c(-c3ccc(OC)cc3)s2)cc1	-0.19	-0.55	.
COc1ccc(/C=C2\CN(Cc3ccccc3)C/C(=C\c3ccc(OC)cc3OC)C2=O)c(OC)c1	-0.92	-0.78	.

Next part
SMILES	SDO1 yeast rescue	SDO1 yeast rescue Rescue 24 h	Insulin prom inh
CC(=O)c1cccc(NC(=O)N2CCC(NC(=O)C34CC5CC(CC(C5)C3)C4)CC2)c1	.	.	57
CC(O)CNc1nc2ccccc2n1CC(=O)NCCc1ccc(Cl)cc1 (stereo not drawn)	-0.06	0.1	-29
COc1ccc(-n2c(-c3ccc(Cl)cc3)c[n+]3c2CCc2ccccc2-3)cc1	.	.	57
CCn1c(COc2ccccc2C(N)=O)nc2ccccc21	0.99	0.71	-114
COc1ccc(O[C@H]2C=C[C@@H](c3ccccc3)O[C@@H]2CO/N=C(\C)CCC(=O)OC[C@H]2O[C@H](c3ccccc3)C=C[C@@H]2Oc2ccc(OC)cc2)cc1	0.21	-0.17	-24
COc1ccc(NC(=O)C2CCN(S(=O)(=O)c3cccnc3)CC2)cc1Cl	0.41	-0.27	-5
O=C(OC1CCc2ccccc2C1=O)c1ccccc1O (stereo not drawn)	-2	-1.3	13
O=c1[nH]nc(Cc2ccc(-c3ccccc3Cl)o2)c2ccccc12	-0.33	-0.41	21
COC(=O)c1ccc(CN(Cc2ccc(C(=O)OC)o2)C(C)(C)C)o1	0.22	-0.05	-56
Cn1c(C(=O)N2CCN(c3cccc(C(F)(F)F)c3)CC2)cc2sccc21	-2.3	-1.3	-12
O=C(c1cccs1)c1no[n+]([O-])c1C(=O)c1cccs1	-0.02	-0.02	24
Cc1cccc(C2Nc3ccccc3C(=O)N2c2ccccc2)n1 (stereo not drawn)	0.87	0.69	.
CCc1nc2ccc(C(=O)NCc3ccccc3)cc2nc1CC	.	.	-80
O=C(Nc1cccc(NC(=O)C2CC3CCCC(C2)C3=O)n1)C1CC2CCCC(C1)C2=O (stereo not drawn)	-0.67	-1.3	-28
C(=N\n1cnnc1)/c1cccs1	-0.05	-0.97	-7
CCCN(CC1CC1)c1nc(N)c(C#N)c(CC#N)c1C#N	0.83	1.9	.
Clc1ccccc1-c1nc2nc3ccccc3nc2n1-c1ccc2c(c1)OCO2	-0.94	-0.29	-53
CC(C)C(=O)Nc1ccc(O)c(-c2csc(N)n2)c1	.	.	-12
Nc1c(C(=O)NCCN2CCOCC2)c2nc3ccccc3nc2n1-c1ccc2c(c1)OCO2	-0.92	-0.86	.
Cc1ccc(NC(=O)c2c([N+](=O)[O-])c(C(C)(C)C)nn2C)cc1	-0.42	-0.1	29
COC(=O)c1cc(S(=O)(=O)N2CCOCC2)c(N2CCOCC2)cc1N1CCOCC1	1.1	0.31	.
CC(C)C(c1nnnn1Cc1ccccc1)N(Cc1ccco1)Cc1cccs1 (stereo not drawn)	-0.89	-0.74	.
Clc1ccc(-c2ncc3ccccn23)c(Cl)c1	.	.	11
CCOC(=O)CC(NC(=O)c1ccco1)c1ccc(C)cc1 (stereo not drawn)	-0.19	-0.87	-35
COc1ccc(C2OC(=O)CC2C(=O)NCc2ccc(Cl)cc2)cc1OC (stereo not drawn)	.	.	-75

(list continues)
SMILES	SDO1 yeast rescue	SDO1 yeast rescue Rescue 24 h	Insulin prom inh
COc1cccc(/C=c2\sc3nc(-c4cccs4)nn3c2=O)c1OC	-2.1	-1.4	.
COc1ccc(C2CCCN2C(=O)Nc2ccc(C)c(C)c2)cc1OC (stereo not drawn)	-0.33	-0.47	.
CC(C)CN(CC(C)C)S(=O)(=O)N1CCC(C(=O)NCc2ccco2)CC1	.	.	-93
Cc1cccnc1NC(=S)NC(=O)c1cccs1	-0.15	-0.63	0
Cc1noc(C)c1C(=O)OCC(=O)Nc1ccccc1Oc1ccccc1	-1.3	-1	-4
[O-][n+]1onc2c1CCc1nnc(-c3ccccc3)cc1-2	0.17	-0.19	16
Cc1cccc(C)c1NC(=O)NCCCN1CCN(c2ccccc2)CC1	.	.	3

The list is partial; the hit share may differ from the screen's.
